# cardiac RTF act: cardiac RTF calcium sensitivity activators, primary screen, biochemical, IANBD-TnC fluorescence, EC20 calcium; AID 493008, 2010; activation, % at 7.2 µM; IANBD-labeled TnC RTF fluorescence at EC20 calcium; 0% EC20 calcium, 100% full calcium; Troponin I, cardiac muscle (Homo sapiens) + Troponin T, cardiac muscle (Homo sapiens) + …; 0.24% of 340,000 active;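 active = activation above the mean over all tested compounds plus 3 SD, cut at about 30% in these data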;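 also: rise in fluorescence read as greater calcium sensitivity of cardiac thin filaments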
# C-LANA FP: inhibitors of KSHV C-LANA binding to DNA, primary screen, biochemical, fluorescence polarization, FAM-LBS DNA, MBP-C-LANA, single point; Kaposi's sarcoma herpesvirus LANA C-terminal domain (residues 932-1162) DNA binding; inhibition, % at 9 µM; 0.078% of 340,000 active;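 active = highest replicate inhibition at or above 60% at 9 µM, even if other replicates fall short; inactive = all replicates below 60% inhibition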;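 also: 0% = neutral control wells and 100% = 4 µM acridine orange control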
# OPRM1-OPRD1 ag: agonists of OPRM1-OPRD1 heterodimerization, primary screen, cell-based, luminescence | Mu-type opioid receptor (Homo sapiens) + Delta-type opioid receptor (Homo sapiens), … | cells | activation, % at 9.3 µM | 0.3% of 340,000 active; in the data active = activation above about 18%;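 also: 0% = vehicle-treated cells and 100% = reference agonist; values of inactives mirror those of a sister screen read the other way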
# Target sequence (P35372 whole entry, looked up): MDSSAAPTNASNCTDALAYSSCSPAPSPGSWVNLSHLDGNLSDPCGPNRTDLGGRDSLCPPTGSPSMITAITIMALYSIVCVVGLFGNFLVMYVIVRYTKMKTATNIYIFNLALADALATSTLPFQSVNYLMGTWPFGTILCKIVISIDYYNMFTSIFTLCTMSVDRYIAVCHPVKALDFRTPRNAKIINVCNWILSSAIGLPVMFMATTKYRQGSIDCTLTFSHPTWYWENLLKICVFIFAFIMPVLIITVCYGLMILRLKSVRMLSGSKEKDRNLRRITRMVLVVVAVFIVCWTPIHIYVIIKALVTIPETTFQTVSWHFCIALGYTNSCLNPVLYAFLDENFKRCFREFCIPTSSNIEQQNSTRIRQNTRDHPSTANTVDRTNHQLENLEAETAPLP
# Target sequence (P41143 whole entry, looked up): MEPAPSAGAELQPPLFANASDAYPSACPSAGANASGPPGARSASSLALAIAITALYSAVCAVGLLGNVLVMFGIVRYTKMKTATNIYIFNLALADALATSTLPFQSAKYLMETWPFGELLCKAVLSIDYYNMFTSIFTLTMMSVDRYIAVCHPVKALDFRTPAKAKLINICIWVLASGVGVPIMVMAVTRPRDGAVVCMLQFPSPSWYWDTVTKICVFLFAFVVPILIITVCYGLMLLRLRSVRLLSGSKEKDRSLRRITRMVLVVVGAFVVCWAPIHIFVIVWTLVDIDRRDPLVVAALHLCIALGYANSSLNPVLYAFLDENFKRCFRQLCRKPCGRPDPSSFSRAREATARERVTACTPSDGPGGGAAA
# MOR-DOR inv ag: inverse agonists of MOR-DOR heterodimerization, primary screen, cell-based, luminescence; cell-based MOR-DOR heterodimer luminescence, inverse agonism; inhibition, % at 9.3 µM; 0.21% of 340,000 active; AID 504357, 2011; in the data active = inhibition above about 22%, passing the limit was not always enough;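 also: 0% = cells with DMSO and 100% = wells without cells with DMSO; values of inactives mirror those of a sister screen read the other way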
# Keap1-Nrf2 PPI: Keap1-Nrf2 protein-protein interaction inhibitors, primary screen, biochemical, fluorescence polarization, single point. Kelch-like ECH-associated protein 1 (Homo sapiens), Q14145. Keap1 Kelch-Nrf2 peptide fluorescence polarization, 1536-well. inhibition, % at 9.4 µM. 0.15% of 340,000 active; in the data active = inhibition above about 12%;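 also: human Keap1 Kelch domain with fluorescein labeled Nrf2 9mer peptide probe; 0% = neutral control wells and 100% = peptide positive control; higher means more block of Keap1 binding to Nrf2 peptide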
# Cardiac RTF inh: cardiac RTF calcium sensitivity inhibitors, primary screen, biochemical, IANBD-TnC fluorescence, EC70 calcium; Troponin I, cardiac muscle (Homo sapiens) + Troponin T, cardiac muscle (Homo sapiens) + …; IANBD-labeled cardiac RTF, Ca2+ fluorescence; inhibition, % at 7.15 µM; 0.12% of 340,000 active; AID 493244, 2011;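 active = inhibition above the mean inhibition of all tested compounds plus 3 SD, cut at about 17% in these data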;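 also: assay run at fixed EC70 calcium of 1.6 mM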
# HTR5A ag ctr: HTR5A agonists in luminescence cell assay, primary screen, counter-screen for OPRM1-OPRD1 heterodimer agonist project, full-deck HTS; cell-based; activation, % at 9.3 µM; 0.61% of 340,000 active; AID 504692, 2011; in the data active = activation mostly above about 9.5%, no sharp cut-off; inactive = mostly below about 7.6%;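 also: 0% = cells with vehicle only and 100% = reference agonist; strong numbers were not always called active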
# CAL PDZ FP: untagged CAL PDZ binding inhibitors, primary screen, biochemical, fluorescence polarization, HTS; Golgi-associated PDZ and coiled-coil motif-containing protein (Homo sapiens), Q9HD26; purified CAL PDZ, TMR-peptide fluorescence polarization, 1 h; inhibition, % at 24.9 µM; 0.92% of 300,000 active;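 active = mean inhibition of at least 30% with at least half of replicates also reaching 30%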;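 also: 0% = DMSO neutral control and 100% = excess unlabeled competitor peptide PRC23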
# V-ATPase pHluor: regulators of yeast V-ATPase proton pumping, primary screen, pHLuorin cytosolic pH fluorescence; 0.37% of 350,000 active; S. cerevisiae; AID 504577, 2011; response, % at 10 µM; in the data active = response mostly above about 7.3%, no sharp cut-off; inactive = mostly below about 5.4%; also: actives read high; inactives centre near 0; some compounds called inactive have numbers as strong as hits; reference of the scale not given here
# HTR5A inv ctr: HTR5A inverse agonists in luminescence cell assay, primary screen, counter-screen for OPRM1-OPRD1 heterodimer inverse agonist project, full-deck HTS | 5-hydroxytryptamine receptor 5A (Homo sapiens), P47898 | HTR5A cell line, inverse agonism | inhibition, % at 9.3 µM | 0.083% of 340,000 active; in the data active = inhibition mostly above about 23%, no sharp cut-off; inactive = mostly below about 18%;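 also: 0% = cells with DMSO and 100% = no-cell wells with DMSO; some compounds called inactive have numbers as strong as hits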
# * hit, by the source's call; . = not tested or not shown.
SMILES,cardiac RTF act,C-LANA FP,OPRM1-OPRD1 ag,MOR-DOR inv ag,Keap1-Nrf2 PPI,Cardiac RTF inh,HTR5A ag ctr,CAL PDZ FP,V-ATPase pHluor,HTR5A inv ctr
O=C(CN(C(=O)c1ccccc1Cl)C1CCCCC1)Nc1ccc(Cl)c([N+](=O)[O-])c1,-1,-1.4,0.8,-4,0,-13,2,-2,-3,-13
O=C(Nc1nnc(SCc2ccc(F)cc2)s1)C1Cc2ccccc2CN1C(=O)c1ccco1 (stereo unspecified),2,-3.7,-1.0,5,-4,-18,1,-1,-2,-15
CCOC(=O)N1CCN(C(=O)CSc2ccc(-c3ccc(OC)cc3)nn2)CC1,-6,2.6,-3.0,14,-2,-7,-2,-2,-3,5
COc1ccc(Br)c(C(=O)Nc2cccc(S(=O)(=O)N3CCOCC3)c2)c1,-5,1.6,1.4,-6,2,-2,1,-7,0,-1
COc1ccc(C(=O)Cc2cc(OC)c(OC)cc2C(=O)c2ccccc2F)cc1OC,0,-0.8,-1.8,10,2,0,-2,-1,2,11
CCC(C)N(C(=O)CSc1nnc2ccccn12)C1CCS(=O)(=O)C1 (stereo unspecified),7,-0.4,-3.3,17,-4,-4,3,.,-4,-8
Cc1cccc(OC(=O)c2cncc(Br)c2)c1,-4,-0.6,0.8,-4,2,-9,6,-5,-3,7
COCCN1C(=O)c2ccc(C(=O)NCc3cccnc3)cc2C1=O,-1,0.4,-2.2,13,1,0,-1,-2,3,12
O=C(O)C1CCCN1S(=O)(=O)c1cccc2nsnc12 (stereo unspecified),-2,-1.0,-1.4,7,-6,-5,2,3,-1,-7
O/N=C1\CC2(Cc3nonc31)OCCO2,-2,-2.2,-2.5,11,-7,4,-6,-1,-2,16
CCC(=O)N1CCc2cc(OC)c(OC)cc2C1COc1ccc(F)cc1 (stereo unspecified),-8,0.8,-3.0,14,-1,-2,3,-4,-3,-11
CC1CCC2(CC1)NC(=O)N(CC(=O)N1CCN(C(=O)c3ccco3)CC1)C2=O (stereo unspecified),4,2.5,-1.6,7,0,-8,1,-1,-1,-2
Cc1ccc2c(c1)N(C(=O)CCC(=O)NCCCN(C)Cc1ccccc1)CCO2,2,0.4,0.0,0,-1,-2,7,.,3,-20
OCCC1CN(Cc2ccc(Oc3ncccn3)cc2)CCN1Cc1ccc(F)c(F)c1 (stereo unspecified),-5,-2.1,-2.3,12,-3,-2,3,-4,-4,16
CC(=O)Nc1ccc(S(=O)(=O)NCCC(=O)OCc2ccccc2F)cc1,2,-0.9,-0.5,2,2,-14,6,-5,-3,-14
CN(Cc1ncc[nH]1)Cc1cn(-c2ccccc2)nc1-c1ccc2c(c1)OCO2,-1,0.2,-1.3,7,0,1,1,-9,-2,-20
Cc1ccsc1C(=O)OCC(=O)NCCC1=CCCCC1,1,0.5,2.2,-11,-6,-7,0,-3,1,-26
[O-]/[N+](=C/c1ccco1)c1ccccc1,-5,-0.2,-2.5,13,1,-6,-2,-3,1,6
Cc1nc(Nc2ccc(C(=O)O)cc2)sc1-c1ccccc1,-4,-0.8,0.3,-2,-2,-14,1,56*,0,-2
Cn1c(CO)c(-c2ccccc2)c2cc([N+](=O)[O-])ccc21,-8,4.1,-0.5,3,2,-2,0,3,-1,7
CCOC(=O)c1cc2c(nc1NC(=S)Nc1ccccc1)CC(C)(C)OC2,0,1.1,-4.2,21,-1,-4,4,-2,11,5
Cc1cc(=O)oc(C)c1C(=O)N[C@@H](Cc1ccccc1)C(=O)O,0,-1.6,-3.0,14,-1,-6,1,-2,-2,-5
CN=C(Nc1ccc(C(=O)OC)cc1)SC1CC(=O)N(c2ccccc2F)C1=O (stereo unspecified),8,-0.7,0.0,0,-3,-10,-11,-8,2,25
Cc1nnsc1S(=O)(=O)c1ccccc1,-2,-1.3,-3.5,16,1,-9,4,-10,-3,-16
CC1CCCCC1NC(=O)/C(C#N)=C/c1ccc(OCC(N)=O)cc1 (stereo unspecified),3,-1.7,-1.9,10,-5,-3,2,-5,5,2

# An excerpt from above in order of SMILES length, ascending:
SMILES,cardiac RTF act,C-LANA FP,OPRM1-OPRD1 ag,MOR-DOR inv ag,Keap1-Nrf2 PPI,Cardiac RTF inh,HTR5A ag ctr,CAL PDZ FP,V-ATPase pHluor,HTR5A inv ctr
Cc1cccc(OC(=O)c2cncc(Br)c2)c1,-4,-0.6,0.8,-4,2,-9,6,-5,-3,7
Cc1ccsc1C(=O)OCC(=O)NCCC1=CCCCC1,1,0.5,2.2,-11,-6,-7,0,-3,1,-26
CCC(=O)N1CCc2cc(OC)c(OC)cc2C1COc1ccc(F)cc1 (stereo unspecified),-8,0.8,-3.0,14,-1,-2,3,-4,-3,-11
CCC(C)N(C(=O)CSc1nnc2ccccn12)C1CCS(=O)(=O)C1 (stereo unspecified),7,-0.4,-3.3,17,-4,-4,3,.,-4,-8
CCOC(=O)c1cc2c(nc1NC(=S)Nc1ccccc1)CC(C)(C)OC2,0,1.1,-4.2,21,-1,-4,4,-2,11,5
CN=C(Nc1ccc(C(=O)OC)cc1)SC1CC(=O)N(c2ccccc2F)C1=O (stereo unspecified),8,-0.7,0.0,0,-3,-10,-11,-8,2,25
CC1CCC2(CC1)NC(=O)N(CC(=O)N1CCN(C(=O)c3ccco3)CC1)C2=O (stereo unspecified),4,2.5,-1.6,7,0,-8,1,-1,-1,-2
O=C(Nc1nnc(SCc2ccc(F)cc2)s1)C1Cc2ccccc2CN1C(=O)c1ccco1 (stereo unspecified),2,-3.7,-1.0,5,-4,-18,1,-1,-2,-15

# The listing picks up; the 2 compounds before the break are reprinted first.
SMILES,cardiac RTF act,C-LANA FP,OPRM1-OPRD1 ag,MOR-DOR inv ag,Keap1-Nrf2 PPI,Cardiac RTF inh,HTR5A ag ctr,CAL PDZ FP,V-ATPase pHluor,HTR5A inv ctr
Cc1nnsc1S(=O)(=O)c1ccccc1,-2,-1.3,-3.5,16,1,-9,4,-10,-3,-16
CC1CCCCC1NC(=O)/C(C#N)=C/c1ccc(OCC(N)=O)cc1 (stereo unspecified),3,-1.7,-1.9,10,-5,-3,2,-5,5,2
O=C(COC(=O)c1cn(-c2ccccc2)nc1-c1cccnc1)NC1CC1,3,2.8,-0.8,4,-6,-3,1,-3,0,-2
CC(C)CC1C(C#N)=C(N)Oc2n[nH]c(-c3cccs3)c21 (stereo unspecified),-2,-0.3,0.7,-3,-8,-9,3,-4,-1,13
O=C(Nc1ccccc1N1CCOCC1)c1cc(Br)c(Br)s1,-3,0.0,1.6,-7,1,-9,-1,4,-3,3
CC[C@@]12C(=O)N(c3cccc(C)c3)C(=O)N1[C@H](c1ccc(OC)cc1)[C@@H]1C(=O)N(C(C)(C)C)C(=O)[C@@H]12,-3,-0.5,-2.0,12,-1,-14,-1,-2,-1,-10
CCC(C(=O)NC1CCCCC1)n1c(SCc2ccc(F)cc2)nc2ccncc21 (stereo unspecified),0,-1.4,.,.,-4,-5,.,.,2,.
N=C1C(c2ccccc2)=C(O)CN1CCCO,-1,0.6,0.2,-2,-5,-15,-3,2,-2,9
Cc1nnc(SC(C(=O)c2ccccc2)c2ccccc2)[nH]c1=O (stereo unspecified),-1,0.2,-1.6,9,-5,2,3,-3,0,-8
Cc1noc(C)c1COC(=O)Cn1c(C)nc2ccccc21,-5,2.9,-1.8,10,1,-5,1,-2,-6,16
CCCN(CCC)CCCNC(=O)c1cn(CC)c2ccc(S(=O)(=O)N(C)C3CCCCC3)cc2c1=O,-1,-1.7,-3.2,16,2,13,2,-3,3,11
O=C(O)C1(P(=O)(c2ccccc2)c2ccccc2)CCCC1,3,-1.3,-2.9,15,3,-18,1,-2,0,-15
CCOC(=O)N1CCN(C(=S)NC(=O)c2ccc(Br)cc2)CC1,1,-1.3,-0.2,1,2,1,2,8,3,27
Cc1c(CC(=O)O)c(=O)oc2c(C)c(OCc3c(F)cccc3Cl)ccc12,0,-1.4,-4.5,20,-1,4,1,-6,0,-4
CCn1c(SC(C)C(=O)NC2CCCC2)nc2cc(S(N)(=O)=O)ccc21 (stereo unspecified),-4,-0.5,-0.5,2,-2,4,-5,2,1,12
COC(=O)Cn1c(=O)sc2ccccc21,-2,-0.5,-2.3,11,-2,-5,-2,-1,-3,-1
COc1cccc(/C=C/C(=O)NCCc2ccc(OC)c(OC)c2)c1,2,-4.3,-0.6,3,-7,8,2,-4,-2,18
COc1cccc(N2CCN(c3ccc(N4C(=O)CCC4=O)cc3[N+](=O)[O-])CC2)c1,-2,-0.5,-3.2,16,2,3,-5,-5,-1,16
COc1ccc(CN2CCCC(C(=O)N3CCCCC3)C2)cc1OC (stereo unspecified),-1,-2.0,0.2,-1,-2,-12,5,0,-2,-18
CS(=O)(=O)Cc1cc(N2CCCC2)nc(-c2ccccc2)n1,-2,-2.0,-2.1,11,3,-3,0,-8,2,-4
COc1ccc(S(=O)(=O)N2CCOCC2)cc1NC(=O)c1cccc(Cl)c1,-2,1.9,-1.4,7,0,-3,5,-7,3,-11
CC1(C)Oc2ccc(C(=O)N3CCc4ccccc43)cc2N(CC(=O)N2CCCC2)C1=O,0,-0.5,3.4,-20,-7,-11,-2,-2,-1,-15
CN(C)CCN(C(=O)c1ccc2c(c1)OCCO2)c1nc2cc3c(cc2s1)OCO3,-2,-4.0,0.6,-3,-5,-12,-3,-4,7,9
Cc1ccc2c(c1)C(c1ccccc1)N(C(=O)c1cc3ccccc3oc1=O)CC(=O)N2 (stereo unspecified),-1,0.5,-1.7,10,3,0,1,.,-1,-4
O=C(/C=C/c1cccs1)NCc1ccccc1,0,-2.1,-2.4,11,-2,-14,4,-1,1,-10
CCCCC1CCC(C(=O)N(CCCC)c2c(N)n(CCCC)c(=O)[nH]c2=O)CC1 (stereo unspecified),-6,0.4,-2.2,11,1,1,2,-3,0,-11
CCc1nc(Nc2ccccc2)c2nnn(Cc3ccccc3)c2n1,-7,1.2,4.8,-22,7,-4,1,-2,-2,-5
CC(NC(=O)Cn1cc2c(n1)CCCCC2)c1ccccc1 (stereo unspecified),-4,6.3,-0.9,4,1,-5,-4,1,-1,11
O=C1C2CCCN2C(c2cccs2)N1c1ccc(F)cc1 (stereo unspecified),-2,0.8,-2.9,14,1,-4,-2,-2,1,5
CCc1nc(SCC(=O)NCCc2ccccc2)n[nH]1,-3,4.1,-3.0,12,-1,2,-1,-3,2,0

# Bioassay records: PubChem BioAssay, several laboratories

# No enrichment for hits; any-hit rate near 2.8%.
